Bioassay records deposited in PubChem BioAssay by several laboratories.
CHRM5 antagonist: blocks acetylcholine activation of human M5 receptor; P08912; CHO-hM5 cells, Fluo-8 calcium fluorescence, ACh EC80; inhibition, % at 3 µM; 360,000 compounds, 0.59% hits;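 active = inhibition above a per-plate cutoff, the mean of that plate's test compounds plus 3 SD, cut at about 27% in these data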;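 also: 0% = acetylcholine EC80 with DMSO and 100% = DMSO without agonist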
Target sequence (P08912 whole entry, looked up): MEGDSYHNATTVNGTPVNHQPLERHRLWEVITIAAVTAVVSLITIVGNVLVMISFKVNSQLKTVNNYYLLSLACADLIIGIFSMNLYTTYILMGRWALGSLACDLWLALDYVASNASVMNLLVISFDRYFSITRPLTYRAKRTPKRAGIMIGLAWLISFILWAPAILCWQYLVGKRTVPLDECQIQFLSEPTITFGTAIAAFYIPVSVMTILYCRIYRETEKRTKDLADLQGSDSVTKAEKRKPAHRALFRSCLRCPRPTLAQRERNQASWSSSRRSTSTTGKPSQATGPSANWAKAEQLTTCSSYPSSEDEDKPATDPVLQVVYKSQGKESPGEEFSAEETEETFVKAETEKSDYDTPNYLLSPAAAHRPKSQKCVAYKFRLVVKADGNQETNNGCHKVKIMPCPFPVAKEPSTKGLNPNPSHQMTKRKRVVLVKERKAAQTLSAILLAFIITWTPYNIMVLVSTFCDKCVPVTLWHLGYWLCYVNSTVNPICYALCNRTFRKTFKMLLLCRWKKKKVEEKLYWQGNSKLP
CHRM5 agonist: CHRM5 agonism in calcium assay. activation, % at 3 µM. 360,000 compounds, 0.19% hits. CHO-K1 hM5 cells, Fluo-8 calcium fluorescence; 0% DMSO wells, 100% maximal acetylcholine response. AID 624037;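 active = activation above the run's mean over test compounds plus 3 SD, cut at about 23% in these data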;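 also: signal is peak over basal fluorescence ratio across the kinetic read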
CRFBP-R2 agonist: CRF-BP/CRF-R2 complex agonism. HEK293 CRF-R2/CRF-BP, calcium dye fluorescence (FLIPR); percent of saturating CRF peptide response. activation, % at 13.2 µM. 350,000 compounds, 0.46% hits. AID 588473;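 active = activation of at least 50%, plus an integration ratio under a set limit after plate pattern correction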;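 also: plate controls were neutral control wells without compound for no effect and CRF at EC100 for full effect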
CHRM5 PAM: potentiates acetylcholine response at human M5 receptor; 360,000 compounds, 0.3% hits; activation, % at 3 µM; P08912; CHO-K1 hM5, Fluo-8 calcium, ACh EC20 PAM; 0% = ACh EC20, 100% = ACh EC100;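 active = activation above the run cutoff, the mean activation of all test compounds plus 3 SD, cut at about 18% in these data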
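Assay system: CHO-K1 hM5 cells / Incubation: Fluo-8 loading 80 min at 37 °C plus 30 min room temperature / Technique: Fluo-8 calcium dye fluorescence, kinetic read / Repeats: single replicate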
CRFBP-R2 block: blocks CRF-induced signaling of the CRF-BP/CRF-R2 complex. HEK293 CRF-R2/CRF-BP, CRF-induced calcium fluorescence. inhibition, % at 11.8 µM. 350,000 compounds, 0.59% hits. AID 588475;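 active = inhibition of the ligand-induced calcium signal above about 50% at the single tested concentration, limit read from the data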
M4 antag: antagonists of human muscarinic M4 receptor (CHRM4) | 360,000 compounds, 0.73% hits | inhibition, % at 3 µM | AID 624125 | CHO-hM4 cells, ACh EC80, Fluo-8 calcium fluorescence;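 active = inhibition above its plate's cutoff, the mean inhibition of sample wells plus 3 SD, cut at about 27% in these data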;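 also: 0% = acetylcholine EC80 with DMSO and 100% = DMSO without agonist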
CHRM4 agonist: agonists of human muscarinic M4 receptor (CHRM4). 360,000 compounds, 0.14% hits. CHO-K1 hM4/Gqi5, Fluo-8 calcium fluorescence; vehicle 0%, full acetylcholine response 100%. AID 624127. activation, % at 3 µM;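 active = activation above the run mean over all test wells plus 3 SD, cut at about 32% in these data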;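 also: peak over basal fluorescence ratio per well then scaled between controls; 0% = DMSO wells and 100% = acetylcholine at EC100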
CHRM1 PAM: potentiates human M1 receptor response to acetylcholine | P11229 | CHO-K1 hM1, Fluo-8 calcium fluorescence, ACh EC20; 0% = ACh EC20, 100% = maximal ACh | activation, % at 3 µM | 360,000 compounds, 0.088% hits; in the data active = activation above about 19%, passing the limit was not always enough
Target sequence (P11229 whole entry, looked up): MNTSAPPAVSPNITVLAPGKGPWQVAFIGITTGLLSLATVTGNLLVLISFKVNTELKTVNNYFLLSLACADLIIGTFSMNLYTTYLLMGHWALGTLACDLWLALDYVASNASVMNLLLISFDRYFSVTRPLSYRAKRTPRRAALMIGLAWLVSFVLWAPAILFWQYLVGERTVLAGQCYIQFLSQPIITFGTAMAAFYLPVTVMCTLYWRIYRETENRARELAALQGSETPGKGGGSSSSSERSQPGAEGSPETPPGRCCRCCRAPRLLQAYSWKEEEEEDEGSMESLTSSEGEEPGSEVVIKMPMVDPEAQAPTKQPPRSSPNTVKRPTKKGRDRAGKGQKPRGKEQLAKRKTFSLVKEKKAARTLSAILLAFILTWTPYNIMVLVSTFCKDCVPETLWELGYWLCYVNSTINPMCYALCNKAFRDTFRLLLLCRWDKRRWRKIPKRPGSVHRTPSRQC
CHRM4 PAM: potentiates acetylcholine response at human M4 receptor; CHO-K1 hM4/Gqi5, Fluo-8 calcium fluorescence, ACh EC20; 0% = ACh EC20, 100% = maximal ACh; activation, % at 3 µM; 360,000 compounds, 0.4% hits; P08173; AID 624126;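 active = activation above its plate's cutoff, the mean activation of sample wells plus 3 SD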; also: some results filed as inactive read as strong as hits
* hit, by the source's call; . = not tested or not shown.

SMILES	CHRM5 antagonist	CHRM5 agonist	CRFBP-R2 agonist	CHRM5 PAM	CRFBP-R2 block	M4 antag	CHRM4 agonist	CHRM1 PAM	CHRM4 PAM
N=C1C(c2nc3ccccc3[nH]2)=C(O)CN1NC(=O)c1c[nH]c2ccccc12	-5	-4	1.3	-9	0	1	1	-5	-4
Cc1ccc(C)c(CN2C(=O)CSc3ccc(C(=O)NCCN4CCOCC4)cc32)c1	3	-5	-0.6	-4	9	4	2	0	1
Cc1ncc(CO)c2c1OC(C)(C)OC2	-11	0	-0.9	8	1	4	1	0	3
COc1ccc(C)cc1NS(=O)(=O)c1ccc2c(c1)N(C(C)=O)CCO2	16	-3	-0.5	-5	-4	-1	3	1	0
COc1c(C)cc(C(=O)C2CCCN(C(=O)c3ccoc3)C2)cc1C (configuration not stated)	10	-4	0.6	0	18	-6	1	2	-3
COc1ccc(C(CNC(=O)CNC(=O)c2cccc(C)c2)N2CCCCC2)cc1 (configuration not stated)	7	-1	0.3	3	1	-2	0	0	-2
COC(=O)c1c(NC(=O)COC(=O)C2CCC2)sc(C)c1C	7	-1	3.2	4	-11	0	4	3	4
CCCc1ccc(OCc2ccc(C(=O)NCc3cccnc3)o2)c(OC)c1	-4	-3	0.1	4	3	-9	5	3	8
COc1cc(OC)cc(N(C(=O)c2ccco2)C(C(=O)NC2CCCC2)c2ccc(N(C)C)cc2)c1 (configuration not stated)	1	-2	1.6	0	5	1	3	4	0
CC(C)N(C(=O)CSc1nnnn1C1CCCC1)C(C)C	-7	-5	-1.2	-2	13	-9	4	-1	12
COc1ccc2oc(C(=O)OCC(=O)N(C)C3CCCCC3)c(C)c2c1	10	-3	0.0	-8	4	1	5	-9	-4
Cc1ccc(NC(=O)COC(=O)c2ccc(CN3CCCC3=O)cc2)c(Cl)c1	15	1	-0.7	-16	5	-6	8	5	-2
CN(C)CCSc1nc(-c2ccccc2)nc2c1CCCC2	4	-1	2.8	4	-22	-2	2	3	-4
Cc1cccc(NC(=O)Cn2cnc3c(oc4nc5c(cc43)COC(C)(C)C5)c2=O)c1	2	-2	-2.0	-3	-28	-3	0	12	-1
CCCCC[C@H]1CN(Cc2ccccc2)C(=O)[C@@H]1CC(=O)NCc1ccc(OC)cc1	2	-1	-3.7	1	-13	-2	5	9	9
S=c1[nH]nc(Cc2sc(-c3ccccc3)nc2-c2ccccc2)o1	5	-5	-2.3	-12	43	-1	1	4	0
CCOC(=O)C1(Cc2cccc(Cl)c2)CCCN(C(=O)c2cc(C)on2)C1 (configuration not stated)	6	-3	-0.7	-4	31	6	2	1	-7
CCN1C(=O)c2ccccc2S(=O)c2ccc(C(=O)N3CCCC3)cc21 (configuration not stated)	2	-3	-0.6	1	-21	-7	0	2	-1
CC(C)CNS(=O)(=O)c1ccc(S(=O)(=O)N2CCCN(Cc3ccccc3)C2)cc1	-2	-3	1.0	-3	5	0	3	-5	-4
O=c1[nH]cc(S(=O)(=O)N2CCN(c3cccc(C(F)(F)F)c3)CC2)c(=O)[nH]1	9	1	0.6	0	-7	5	1	4	-1
COc1cc(-c2noc(C)c2C(=O)NCCCN2CCCC2=O)cc(OC)c1OC	2	0	3.4	-5	7	-5	0	3	2
O=C(NCCc1ccccc1)C1CCCN(c2ncnc3c2nc2n3CCCCC2)C1 (configuration not stated)	3	-3	-4.0	-1	-4	-17	6	1	0
C/C=C(/C)C(=O)Nc1cccc(C2=NOC3(C2)C[C@@H](C(N)=O)N(C(=O)/C=C/CC)C3)c1 (some centres not stated)	12	1	-0.3	3	-2	-1	1	9	8
Cc1ccc(C)c(NC(=S)N2CCCC2)c1	-7	-2	0.3	1	11	-4	0	6	0
Cc1noc(C)c1S(=O)(=O)Nc1ccc2c(c1)C(=O)N([C@H](C)CO)C[C@H](C)[C@@H](CN(C)C(=O)Nc1ccccc1)O2	-14	1	-0.6	3	-3	8	0	-3	-3
The list goes on.
SMILES	CHRM5 antagonist	CHRM5 agonist	CRFBP-R2 agonist	CHRM5 PAM	CRFBP-R2 block	M4 antag	CHRM4 agonist	CHRM1 PAM	CHRM4 PAM
Cc1ccc(S(=O)(=O)Nc2cc(=O)[nH]c(SCC(=O)Nc3ccccc3Cl)n2)cc1	13	3	5.8	-21	35	2	8	-3	-9
CCCN(CCC)CCCNC(=O)c1cn(C)c2ccc(S(=O)(=O)N(C)C3CCCCC3)cc2c1=O	5	-11	0.7	-6	-2	16	1	-17	-22
COc1ccc(CCCc2nnc(SCC(=O)Nc3nc(C)cs3)n2C)cc1	-2	1	0.0	-1	-4	-5	4	0	-2
CC(=O)c1c(C)[nH]c(C(=O)OCC(=O)NC(C)c2ccccc2)c1C (configuration not stated)	-6	1	0.0	0	-1	-6	0	13	5
CCN1CCN(S(=O)(=O)c2ccc(S(=O)(=O)N(CC)Cc3ccccc3)cc2)CC1	6	-2	-0.1	-8	1	10	3	-6	-14
COc1ccccc1C(=O)NCC(=O)NC(C)c1ccc(-n2ccnc2)cc1 (configuration not stated)	13	-3	-6.2	-1	6	5	1	2	-2
CSc1nc(C)c(CCOCc2ccc(F)cc2)c(=O)[nH]1	-5	-2	0.7	1	1	-4	1	4	-1
COCCN(C(=O)c1ccco1)c1nnc(-c2ccc(OC)cc2)s1	-4	-10	0.1	-6	-24	6	1	10	1
CC(C)CCn1nc(C(=O)OC(C)C(=O)NC(N)=O)c2ccccc2c1=O (configuration not stated)	-4	-7	-0.8	10	-19	-3	1	7	2
O=C(NCC(O)COc1ccc([N+](=O)[O-])cc1)c1ccccc1 (configuration not stated)	11	-1	-0.3	-11	20	-1	1	-2	-12
CNC[C@@H]1Oc2ccc(NS(=O)(=O)c3ccc(Cl)cc3)cc2C(=O)N([C@H](C)CO)C[C@@H]1C	-2	2	-1.0	7	-6	-4	1	12	8
Cc1ccc(C)c(OCC(=O)NC2CCCCCC2)c1	-9	-4	-13	9	-6	-1	0	8	-1
CCO[C@H]1OC(C(=O)O)=C[C@@H](c2ccc3c(c2)OCO3)[C@@H]1CCCO	5	4	-0.7	5	-2	-2	1	11	0
CN(Cc1c(F)cccc1Cl)C(=O)CNC(=O)c1sc2ccccc2c1Cl	11	0	6.9	0	-14	-6	0	9	13
Cc1ccc(C)c(C(O)c2ncc(-c3ccccc3Cl)[nH]2)c1 (configuration not stated)	14	0	.	-2	.	2	3	-3	0
Cc1ccc2oc(=O)cc(CN3CCN(Cc4ccccc4)CC3)c2c1	15	-8	1.6	-8	-24	8	3	-2	-15
COc1ccc(Nc2nc(-c3ccccc3)nc3ccccc23)c(OC)c1	-8	5	1.2	-3	10	-14	1	3	3
COc1ccc(NS(=O)(=O)c2cn(C)cn2)cc1OC	-7	2	0.8	12	-3	-4	-2	4	2
COc1ccc(OCCCC(=O)OC(C)C(=O)Nc2ccc(NC(C)=O)cc2)cc1 (configuration not stated)	2	-1	0.1	-3	10	8	2	4	-2
COc1ccc(CC(=O)NNC(=O)c2cccs2)cc1OC	4	2	0.3	-2	-13	3	1	9	9
Cc1ccc(OCCC(=O)Nc2ccc3c(c2)OCCCO3)cc1	3	0	1.1	2	-3	2	2	8	5
COc1ccc(C(C(=O)NC2CCCCC2)N(Cc2ccco2)C(=O)CNC(=O)c2ccco2)cc1 (configuration not stated)	5	-6	-0.1	-15	2	-10	3	-1	9
Cn1c(-c2ccccc2)c(C(=O)CC#N)c2ccccc21	6	-6	-1.0	-1	-1	5	1	-2	-11
COc1ccc(/C=C(\NC(=O)c2ccccc2)C(=O)N/N=C/c2cccnc2)cc1	10	-1	0.0	-9	6	-16	4	1	-20
COc1ccc(CN(C)C(=O)/C=C/[C@H]2O[C@@H](n3cnc4c(N)ncnc43)[C@H](O)[C@@H]2O)cc1OC	7	0	.	-2	.	-16	0	2	12

Quoted from the listing (11 entries):
SMILES	CHRM5 antagonist	CHRM5 agonist	CRFBP-R2 agonist	CHRM5 PAM	CRFBP-R2 block	M4 antag	CHRM4 agonist	CHRM1 PAM	CHRM4 PAM
Cc1ccc(S(=O)(=O)Nc2cc(=O)[nH]c(SCC(=O)Nc3ccccc3Cl)n2)cc1	13	3	5.8	-21	35	2	8	-3	-9
CCCN(CCC)CCCNC(=O)c1cn(C)c2ccc(S(=O)(=O)N(C)C3CCCCC3)cc2c1=O	5	-11	0.7	-6	-2	16	1	-17	-22
COc1ccc(CCCc2nnc(SCC(=O)Nc3nc(C)cs3)n2C)cc1	-2	1	0.0	-1	-4	-5	4	0	-2
CC(=O)c1c(C)[nH]c(C(=O)OCC(=O)NC(C)c2ccccc2)c1C (configuration not stated)	-6	1	0.0	0	-1	-6	0	13	5
CCN1CCN(S(=O)(=O)c2ccc(S(=O)(=O)N(CC)Cc3ccccc3)cc2)CC1	6	-2	-0.1	-8	1	10	3	-6	-14
COc1ccccc1C(=O)NCC(=O)NC(C)c1ccc(-n2ccnc2)cc1 (configuration not stated)	13	-3	-6.2	-1	6	5	1	2	-2
CSc1nc(C)c(CCOCc2ccc(F)cc2)c(=O)[nH]1	-5	-2	0.7	1	1	-4	1	4	-1
COCCN(C(=O)c1ccco1)c1nnc(-c2ccc(OC)cc2)s1	-4	-10	0.1	-6	-24	6	1	10	1
CC(C)CCn1nc(C(=O)OC(C)C(=O)NC(N)=O)c2ccccc2c1=O (configuration not stated)	-4	-7	-0.8	10	-19	-3	1	7	2
O=C(NCC(O)COc1ccc([N+](=O)[O-])cc1)c1ccccc1 (configuration not stated)	11	-1	-0.3	-11	20	-1	1	-2	-12
CNC[C@@H]1Oc2ccc(NS(=O)(=O)c3ccc(Cl)cc3)cc2C(=O)N([C@H](C)CO)C[C@@H]1C	-2	2	-1.0	7	-6	-4	1	12	8

New compounds follow.
SMILES	CHRM5 antagonist	CHRM5 agonist	CRFBP-R2 agonist	CHRM5 PAM	CRFBP-R2 block	M4 antag	CHRM4 agonist	CHRM1 PAM	CHRM4 PAM
FC(F)Oc1ccc(NC(=S)NC2CCCCCCC2)cc1	34*	1	-0.2	-12	-9	6	16	-24	-8
O=C1N/C(=C\c2ccsc2)C(=O)N1Cc1ccc(F)cc1	-3	0	2.8	-1	5	5	0	3	-4
CC1CCN(C(=O)CN2C(=O)C(=O)N(C)C2=O)c2ccccc2S1 (configuration not stated)	12	0	0.0	1	-10	15	-1	3	-1
CN1CCCN(Cc2cccc3ccccc23)CC1	-2	-21	1.7	-20	-11	-9	1	-17	-5
COc1ccc(OC)c(CNC(=O)c2ccc(C)c(NC(=O)C3=C(C)OCCS3)c2)c1	12	-4	0.7	-6	0	17	2	-1	-5
Cc1cc2c(NCCc3ccccc3)ncnc2s1	7	0	-1.8	-23	5	12	15	-5	-11

Random draw from the library; overall some 2.6% were active at least once.
